NIH3T3 tox = Cytotoxic Profiling in NIH 3T3 Cell Line of Diverse Libraries Using Quantitative High-Throughput Screening. Potency, µM (top dose mostly 96.7 µM), for the others: at the top dose activity change, negative = cytotoxicity, most hits filed as inhibitors. 4.3% of 94,000 active. AID 1345082, 2018. NIH 3T3 viability, CellTiter-Glo ATP luminescence, 48-72 h; note: potency is the fitted concentration of half-maximal effect; nearly all actives have a fitted effect of over 55% in size
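Luminescent ATP readout (CellTiter-Glo, 10 min RT) after 48 or 72 hr compound exposure of NIH 3T3 cells seeded at 400 cells/well in 1536-well format; quantitative HTS.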
HEK293 viab = GF-AFC viability counterscreen for inhibitors of alpha-synuclein gene (SNCA) expression | HEK-293-SNCA-luc viability, GF-AFC fluorescence, 24 h | Potency, µM (series often up to 57.1 µM), inactives show top-dose activity change, negative = cytotoxicity, hits mostly cytotoxic | 0.12% of 150,000 active;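 note: potency is the fitted concentration of half-maximal effect; 0% = DMSO-treated cells and -100% = medium-only wells without cells; nearly all actives have a fitted effect of over 30% in size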
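HEK-293-SNCA-luc cells (1500/well) plated 24 h, then exposed 24 h to a dilution series; GF-AFC added 30 min at 37C, fluorescence 405/540 nm; normalised to medium-only and DMSO wells, Hill fit.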
Luciferase inh = Firefly luciferase inhibition profiling of diverse chemical library using quantitative high-throughput screening; purified P. pyralis luciferase, luminescence, biochemical; 2.5% of 76,000 active; AID 1347043, 2019; Potency, µM (top dose mostly 115 µM), without a hit: at the top dose activity change, negative = inhibition, hits mostly inhibitors; note: potency is the fitted concentration of half-maximal effect; nearly all actives have a fitted effect of over 65% in size
Target sequence (P08659 whole entry, looked up): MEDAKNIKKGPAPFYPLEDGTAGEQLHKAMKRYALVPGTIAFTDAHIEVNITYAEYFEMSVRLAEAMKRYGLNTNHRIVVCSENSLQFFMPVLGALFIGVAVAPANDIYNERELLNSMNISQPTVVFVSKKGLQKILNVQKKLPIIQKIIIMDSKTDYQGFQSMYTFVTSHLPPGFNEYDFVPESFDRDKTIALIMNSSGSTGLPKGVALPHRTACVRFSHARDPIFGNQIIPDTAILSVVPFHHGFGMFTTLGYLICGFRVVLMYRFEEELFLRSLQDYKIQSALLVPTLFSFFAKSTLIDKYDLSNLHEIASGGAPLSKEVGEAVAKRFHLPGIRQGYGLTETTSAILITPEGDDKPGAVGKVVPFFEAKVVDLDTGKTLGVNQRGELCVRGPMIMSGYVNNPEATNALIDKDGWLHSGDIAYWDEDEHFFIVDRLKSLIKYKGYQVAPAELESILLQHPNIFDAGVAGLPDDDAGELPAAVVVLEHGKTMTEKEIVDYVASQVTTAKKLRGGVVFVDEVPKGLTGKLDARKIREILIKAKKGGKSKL
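Luminescence read by CCD imaging after purified firefly luciferase (10nM final) was added to substrate buffer holding 10uM D-luciferin and 10uM ATP, pH 7.5, pre-dosed with compound.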
IP6K1 inh = Primary qHTS assay for small molecule inhibitors of Inositol hexaphosphate kinase 1 (IP6K1); IP6K1 kinase, ADP-Glo luminescence, 2 h; stronger effect = lower value; AID 1645851, 2021; 0.81% of 140,000 active; activity change, % (series mostly up to about 58 µM); in the data active = activity change below about -25%
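ADP-Glo luminescence measures ADP made by human IP6K1 during a 2 h RT reaction with ATP/IP6 (mix at 1.3 mM/130 uM); top library doses 57.5 and 19.1 uM final.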
HEK cytotox = Cytotoxic Profiling in HEK 293 Cell Line of Diverse Libraries Using Quantitative High-Throughput Screening. HEK 293 viability, ATP luminescence (CellTiter-Glo), 48-72 h. Potency, µM (titrated, usually from 115 µM), for the others: at the top dose activity change, negative = cytotoxicity, usual class: inhibitors. 6.6% of 94,000 active. AID 1345083, 2018; note: potency is the fitted concentration of half-maximal effect; nearly all actives have a fitted effect of over 60% in size
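HEK 293 seeded at 250 cells/well receive compound via pintool. After 48 or 72 hr at 37 degree Celsius, 5% CO2 and 95% humidity, CellTiter-Glo is dispensed and luminescence read following 10 min at room temperature.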
GPT2 inhibitor = Primary qHTS assay for inhibitors of Glutamate pyruvate transaminase 2 (GPT2) | Recombinant GPT2, coupled pyruvate oxidase/HRP Amplex Red fluorescence | Potency, µM (highest dose often 57.7 µM), inactives show at the highest dose activity change, negative = inhibition, actives largely listed as inhibitors | 0.25% of 100,000 active | AID 1671188, 2021; note: potency is the fitted concentration of half-maximal effect; nearly all actives have a fitted effect of over 60% in size; many of its hits are not listed in these tables
Target sequence (Q8TD30 whole entry, looked up): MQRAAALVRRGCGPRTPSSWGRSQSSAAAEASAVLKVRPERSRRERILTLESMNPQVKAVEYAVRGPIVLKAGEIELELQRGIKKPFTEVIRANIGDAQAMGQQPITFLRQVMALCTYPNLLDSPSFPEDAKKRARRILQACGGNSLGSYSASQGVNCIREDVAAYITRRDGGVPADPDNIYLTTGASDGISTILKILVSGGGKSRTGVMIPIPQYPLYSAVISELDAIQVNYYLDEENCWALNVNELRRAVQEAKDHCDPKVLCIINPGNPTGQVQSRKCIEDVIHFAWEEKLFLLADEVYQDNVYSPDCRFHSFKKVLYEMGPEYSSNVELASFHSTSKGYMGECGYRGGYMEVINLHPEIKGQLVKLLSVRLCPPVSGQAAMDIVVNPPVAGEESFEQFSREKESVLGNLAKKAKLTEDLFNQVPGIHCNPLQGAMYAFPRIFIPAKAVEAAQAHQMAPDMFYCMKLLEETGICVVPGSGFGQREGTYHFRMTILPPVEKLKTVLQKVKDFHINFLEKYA
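Recombinant GPT2 (10ng/uL) with 250uM a-KG and 2mM L-alanine, 30 min at room temperature, in HEPES pH 7.5 buffer. Pyruvate detected by pyruvate oxidase/HRP/Amplex Red fluorescence after 30 min in the dark; AOA (50uM) as positive control.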
SNCA expr inhib = Primary qHTS assay for inhibitors of alpha-synuclein gene (SNCA) expression; Potency, µM (titrated, usually from 57.2 µM), for the others: at the top dose activity change, negative = inhibition, most hits filed as inhibitors; HEK-293 SNCA-luciferase knock-in, luminescence, 24 h; 0.17% of 140,000 active;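 note: potency is the fitted concentration of half-maximal effect; plate controls were DMSO cells for no effect and cell-free wells for full effect; nearly all actives have a fitted effect of over 45% in size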
Numbers without * were called inactive; i = inactive; ? = inconclusive; / = no result given; & = joins results of further samples; [ ] = another dose, or the depositor's remark. Unless noted, calls come from the whole dose curve; as a rule, active = well fitted curve in the direction sought with a large enough effect; inconclusive = small, poorly fitted or top-dose-only effect, or another doubt; inactive = no such curve, though single readings can be large; an effect the other way counts as inactive or inconclusive. Unless noted, % is set by controls: 0 for no effect and ±100 for the full control effect. This is a subset; rates above refer to the full screens.

| mol | NIH3T3 tox | HEK293 viab | Luciferase inh | IP6K1 inh | HEK cytotox | GPT2 inhibitor | SNCA expr inhib |
| --- | --- | --- | --- | --- | --- | --- | --- |
| CSc1ncc(C(=O)N2CCN(c3cccc(Cl)c3)CC2)c(C)n1 | / | 8% | / | -9 | / | / | 4% |
| COCc1c(C(=O)N2CCCn3ccnc3C2C(C)C)noc1C (centres undefined) | -16% | 1% | -3% | 6 | -18% | i | -7% |
| CCOC(=O)c1cccc(NC(=O)CCc2nc3cccnc3n2-c2ccccc2)c1 | / | 7% | / | 57 | / | / | 13% |
| Cc1cc(C(=O)N2CC[C@@H]3CN(Cc4ccccc4)[C@@H]3C2)nn1C | 4% | 4%[12.5 µM] | 4% | 13 | i | -2% | 37%[activator] |
| COc1ccccc1NC(=O)c1c(NC(=O)c2ccccc2F)sc2c1CCC2 | / | 0% | / | 14 | / | / | -29% |
| CN(C)[S+](=O)([O-])c1ccc2c(c1)OCCN(Cc1ccccc1Cl)C2 | 56µM* | -30%[87.6 µM] | -21%[172 µM] | -2 | ? | 2%[88.5 µM] | -29%[87.6 µM] |
| CCCCc1cc(C[C@H]2CNCC[C@H]2CC(=O)N(CC)CC)no1 | -8%[174 µM] | 4%[87.6 µM] | -1%[172 µM] | -1 | -22%[172 µM] | ? | -10%[87.6 µM] |
| CCCOc1ccccc1-c1nc(SCC(=O)c2ccccc2)n[nH]1 | / | 15% | / | -10 | / | / | ? |
| Cc1ccccc1C(=O)Nc1ccc(OCc2cc(=O)n3ccccc3n2)cc1 | / | 6% | / | 22 | / | / | 41%[activator] |
| Cc1noc([C@@H](C)NC(=O)c2nc3ccccc3[nH]2)c1C(=O)O | -4%[174 µM] | 6%[87.6 µM] | 8%[172 µM] | 18 | -3%[172 µM] | 1%[88.5 µM] | -9%[87.6 µM] |
| O=C(NCc1ccc(-c2cccc(Cl)c2)o1)[C@H]1CCC[C@@H](O)C1 | ? | 0% | ? | 23 | ? | -4% | 122%[activator] |
| CCOc1cccc(-c2nc3ccccc3c(=O)o2)c1 | / | 8% | / | -29* | / | / | 94%[activator] |
| COc1ccc(-c2ccc3c(n2)CNC(=O)CO3)cc1F | ? | 2%[87.6 µM] | 3%[230 µM] | -3 | -18%[230 µM] | i | 44%[activator][87.6 µM] |
| CCCn1nc(NC(=O)c2cccc(Cl)c2)c2cc3cccc(C)c3nc21 | / | 0% | / | 24 | / | / | 17% |
| CC(=O)/C(C)=N/O | / | 7% | / | / | / | 20µM* | 36%[activator] |
| O=C(Nc1cccc(C(F)(F)F)c1)c1cc(-c2ccc(Cl)s2)nc2ccccc12 | / | 0% | / | -18 | / | / | -27% |
| COc1cc(OC)cc(C(=O)NC2CCN(c3cc(-c4ccccc4)[nH]n3)CC2)c1 | ? | 6% | -4% | 23 | ? | -12% | 13% |
| CN(C)C(=O)N1CCC(C(=O)N2CCC(N3Cc4ccccc4C3=O)CC2)CC1 | ? | 5%&-3% | / | 24&-3 | -17%&-1% | -9%&0% | -30%&-1% |
| Cc1ccc(CN2C(=O)c3ccccc3Sc3ccc(C(=O)NC4CCCC4)cc32)cc1 | / | -10% | / | 11 | / | / | -2% |
| CC(=O)SCC(=O)c1ccc(NS(=O)(=O)c2ccc(OCCCN(C)C)cc2)nc1 | / | -18% | / | -11 | / | i | / |
| CCN(CC)Cc1ccc2c(c1)CN(C(=O)COCCOC)CCO2 | -1% | 4% | / | -3 | i | 0% | 34%[activator] |
| O=C(CCC1N=C2c3ccccc3N=C(SCC(=O)Nc3ccccc3F)N2C1=O)NCc1cccs1 (centres undefined) | / | -2% | / | -12 | / | / | 38% |
| O=C([C@@H]1CNC[C@H](C(=O)N2CCC(c3ccncn3)CC2)C1)N1CCCC1 | 0% | 3% | 7% | -3 | i | i | ? |
| CCn1cc(S(=O)(=O)N2CC(F)(F)C[C@H]2c2nc(C)no2)cn1 | i | -2% | -1% | -2 | -3% | -5% | 14% |
| COc1ccc(CNc2nc(-c3ccco3)nn2C(=O)CC(C)C)cc1 | / | -1% | / | 20 | / | / | 76%[activator] |
| COc1cccc(C(=O)N2CCCC2c2nncn2CCN(C)C)c1C (centres undefined) | i | -7% | 13% | -5 | 19% | i | 6% |
| Fc1ccc(OCCC2CCNC2)cc1 (centres undefined) | -20% | 2% | 1% | 16 | -16% | i | 23% |
| COCCOc1ccc2c(n1)CCN(C(=O)c1cccc(OC)c1)C2 | -23% | -2%[12.5 µM] | -11% | -13 | -16% | i | ? |
| Cc1cc(N2CCN(C(=O)[C@H]3CC[C@@H](N)C3)CC2)n2ncnc2n1 | -12% | 7% | 2% | 1 | 3% | -22% | 6% |
| O=C(CC(F)(F)F)N1CCOc2ccc(CN3CCc4ccccc4C3)cc2C1 | -18% | 6% | -1% | -2 | ? | i | 3% |
| O=C(O)c1ccc(NC(=O)c2cc(S(=O)(=O)N3CCCCC3)c(Cl)cc2Cl)cc1 | / | 4% | / | -1 | / | / | 17% |
| N[C@@H]1CCN(Cc2ccccc2OCc2ccc(Cl)cc2)C[C@H]1O | 28µM* | -14% | 7% | 4 | 22µM* | i | 1% |
| Cc1cc(C)cc(NC(=O)Cn2cc(C(=O)c3ccncc3)c(=O)c3cc(C)c(C)cc32)c1 | / | ? | / | 6 | / | / | ? |
| CCOC(=O)C1CCCN(S(=O)(=O)c2cc(Br)cc3c2N(C(C)=O)CC3)C1 (centres undefined) | / | 6% | / | -9 | / | / | 3% |
| COc1cccc(Nc2nc(-c3ccccc3)c3cc(C)ccc3n2)c1 | / | 28% | / | 1 | / | / | -7% |
| Cn1cccc1C(=O)N1CCCN(C(=O)C2CC2)C(c2ccccc2)CC(=O)NCC1 (centres undefined) | -15% | -7% | -2% | 3 | 0% | ? | 21% |
| Cc1c[nH]c(C=C2C(=O)Nc3ccccc32)c1CCC(=O)O | / | -28% | / | / | / | -8% | 44%[activator] |
| CCOC(=O)N1CCc2c(sc3c2c(=O)n(Cc2ccccc2)c(=O)n3Cc2cccc(Cl)c2)C1 | / | 12% | / | 24 | / | / | -6% |
| Cn1ncc2c(C(=O)NCc3ccc4c(c3)OCO4)cc(-c3ccc(Cl)nc3)nc21 | -29% | 27% | / | 40 | -2% | i | 12% |
| O=C(CC(F)(F)F)NCCc1noc(-c2ccccc2)n1 | -2% | 3% | -11% | 11 | 3% | i | 15% |
| Cc1cccc(CN2CCCC(O)(CN3CCNC(=O)C3(C)C)C2=O)c1 (centres undefined) | -2% | 5% | -8% | -2 | -7% | i | 30%[activator] |
| O=C(Cc1ccc(F)cc1)N1CC(c2nnc(-c3ccncc3)o2)C2(CCOCC2)C1 (centres undefined) | -11% | 8% | 0% | 25 | -22% | -7% | -11% |
| O=C(Nc1ccc([C@@H](O)[C@H]2COCC(=O)N2Cc2ccccn2)cc1)C1CCCC1 | -15%[138 µM] | 6%[87.6 µM] | -9%[172 µM] | 15 | 1%[172 µM] | 2%[88.5 µM] | -8%[87.6 µM] |
| CCC(c1cccs1)N1C(=O)[C@H]2CN(S(=O)(=O)c3ccc(F)c(F)c3)C[C@H]2C1=O (some centres undefined) | 3% | 2% | 6% | 0 | -4% | 0% | 29% |
| COc1cccc(NC(=O)Cn2c(C)cc3nc4n(c(=O)c32)CCCCC4)c1 | -9% | -6% | -6% | 3 | 7% | i | -28% |
| COc1ccccc1-c1ccc2c(C(=O)N3CCOCC3)nn(C)c2n1 | -19%[138 µM] | -29%[87.6 µM] | / | 1 | -3%[172 µM] | i | 30%[activator][87.6 µM] |
| COc1ccccc1N1CCN([C@@H]2[C@H](O)[C@H](CO)O[C@@H]2CNC(=O)c2cccc(F)c2)CC1 | -1% | -8% | -4% | 12 | i | 1% | -10% |
| Cc1ccccc1Cc1c(C)nc2c(C(=O)N3CCc4c(c(-c5nncn5C)nn4C)C3)cnn2c1C | -31% | -15% | / | 10 | -27% | 0% | 32%[activator] |
| COc1ccnc(-c2nnc3ccc(N(C)CCN(C)C)nn23)c1 | 100µM* | 7%[87.6 µM] | 11%[172 µM] | -12 | 2%[172 µM] | 1%[88.5 µM] | -11%[87.6 µM] |
| O=C(Nc1ccccc1)N1C[C@@H]2OCC(=O)N(Cc3ccccn3)[C@@H]2C1 | ? | 7%[87.6 µM] | -7%[172 µM] | 4 | -21%[172 µM] | ? | 14%[87.6 µM] |

One compound at a time, as listed above. Order of values: NIH3T3 tox | HEK293 viab | Luciferase inh | IP6K1 inh | HEK cytotox | GPT2 inhibitor | SNCA expr inhib
Cc1c[nH]c(C=C2C(=O)Nc3ccccc32)c1CCC(=O)O is listed with / | -28% | / | / | / | -8% | 44%[activator]
O=C(Nc1ccc([C@@H](O)[C@H]2COCC(=O)N2Cc2ccccn2)cc1)C1CCCC1 is listed with -15%[138 µM] | 6%[87.6 µM] | -9%[172 µM] | 15 | 1%[172 µM] | 2%[88.5 µM] | -8%[87.6 µM]
CCOC(=O)N1CCc2c(sc3c2c(=O)n(Cc2ccccc2)c(=O)n3Cc2cccc(Cl)c2)C1 is listed with / | 12% | / | 24 | / | / | -6%
Cc1ccccc1Cc1c(C)nc2c(C(=O)N3CCc4c(c(-c5nncn5C)nn4C)C3)cnn2c1C is listed with -31% | -15% | / | 10 | -27% | 0% | 32%[activator]

Additional compounds follow.
| mol | NIH3T3 tox | HEK293 viab | Luciferase inh | IP6K1 inh | HEK cytotox | GPT2 inhibitor | SNCA expr inhib |
| --- | --- | --- | --- | --- | --- | --- | --- |
| COC(=O)[C@H](NC(=O)C1=C[C@@H](NC(=O)CS(=O)(=O)c2ccccc2)[C@@H](O)[C@H](O)C1)C(C)C | -13% | 14% | 3% | 22 | -15% | -7% | 9% |
| COC[C@@H]1CN(Cc2ccncc2F)C[C@H]1c1nc(C)no1 | 4% | 4% | -3% | -3 | i | -21% | -4% |
| Cn1ncc2c(C(=O)Nc3ccnc(Cl)c3)cc(-c3ccc(C(F)(F)F)cc3)nc21 | ? | / | / | -11 | ? | / | / |
| COCCN1C[C@H]2CN(C(=O)NCc3ccccc3)CCN2C1=O | -15%[174 µM] | 0%[87.6 µM] | -15%[172 µM] | 9 | 1%[172 µM] | 2%[88.5 µM] | 10%[87.6 µM] |
| COCC(=O)Nc1c(C(=O)Nc2ccc(C)cc2)oc2ccccc12 | / | -19% | / | -15 | / | / | 116%[activator] |
| O=C(c1cncnc1)N1C[C@@H](COCC2CC2)[C@H](c2ccncc2)C1 | -14% | 1% | -14% | -11 | 1% | -24% | 40%[activator] |
| O=C(Nc1cccc(C(F)(F)F)c1)O[C@@H]1CO[C@H]2[C@@H]1OC[C@@H]2NS(=O)(=O)c1cccc2cccnc12 | ? | -2% | -1% | 1 | ? | -5% | 17% |

Screening data: PubChem BioAssay, National Center for Advancing Translational Sciences (NCATS)
